Screening results (PubChem)
KOR beta-arrestin-1: KOR antagonists, beta-arrestin recruitment, cell-based, luminescence, uHTS (AID 1778); inhibition, % at 10 µM; hits with a dose series show IC50 in µM; 0.091% of 290,000 active; KOR beta-arrestin recruitment, luminescence, antagonist mode; higher % means a stronger effect; further: strong numbers were not always called active
GPR55 antagonists: GPR55 antagonists blocking LPI-driven arrestin recruitment, primary screen, imaging, U2OS, beta-arrestin-GFP, LPI agonist (AID 2013); U2OS GPR55 beta-arrestin-GFP translocation imaging, LPI antagonism; higher % means a stronger effect; 0.13% of 290,000 active; inhibition, % at 10 µM; hits with a dose series show IC50 in µM;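 active means spots per cell inhibited over 60%, with over 100 cells counted and total cytoplasm intensity under 500,000; inconclusive means wells with under 100 cells, flagged as likely toxic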;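 further: U2OS cells stably carrying GPR55 and arrestin-GFP stimulated by 5 µM LPI near EC80; imaged beta-arrestin-GFP aggregate spots per cell after agonist stimulation; plate controls were LPI-stimulated DMSO wells for no effect and DMSO wells without LPI for full effect; some results filed as inactive read as strong as hits; confirmed hits need IC50 under 10 µM and bright autofluorescent wells are also inconclusive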
T cell HTS: modulates CD8 T cell binding to vesicles | 2C CD8+ T cell-vesicle binding, flow cytometry; active compounds read low | 0.068% of 330,000 active | calls only at 7 µM;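 active means response, share of CD8 T cells binding vesicles, and their 90th percentile fluorescence all below set limits, cut at about 80% in these data, passing the limit was not always enough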
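Benchmarks: naked versus QL9-loaded vesicles / Assay system: purified 2C TCR transgenic mouse naive CD8+ T cells / Technique: high-throughput flow cytometry with anti-B7-1 and anti-CD8 staining / Timing: Cell–vesicle co-incubation 1.5 h at 37 °C, staining 20 min on ice / Read-out: percent CD8+ FL2 mean versus row control / Probe or stimulus: QL9-loaded Drosophila micro-vesicles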
NOD2 inhibition: inhibition of NOD2-driven NF-kB reporter – cell-based, luminescence, uHTS, HEK293 (AID 1566) | inhibition, % at 4 µM; hits with a dose series show EC50 in µM | HEK293 NOD2/NF-kB luciferase reporter, luminescence; higher % means a stronger effect | 0.63% of 290,000 active; further: many of its hits are not listed in these tables
NOD1 NF-kB reporter: NOD1 signaling inhibitors, primary screen, cell-based, luminescence, uHTS (AID 1578); 1% of 290,000 active; inhibition, % at 4 µM, or EC50 in µM where a hit was titrated; NOD1-driven NF-kB luciferase reporter cells, luminescence; higher % means a stronger effect; in the data active means inhibition mostly above about 36%, no sharp cut-off; inactive means mostly below about 34%;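 further: HEK-293T reporter cells stimulated with the NOD1 agonist gamma-tri-DAP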
Myeloid diff 2: compounds promoting myeloid differentiation; ER-HoxA9 myeloid progenitors, lysozyme-GFP differentiation, flow cytometry; calls only at 10 µM; 1% of 360,000 active;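 active means normalized GFP-positive differentiation at or above the plate's own cutoff, the solvent-only control mean plus 3 SD; inconclusive means no clear call, values can overlap the other calls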;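 further: cells exposed to compound for four days before flow analysis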
NTR1 ag: agonists of NTR1, primary screen, imaging, U2OS cells, beta-arrestin-GFP, high content (AID 493036) | NTR1-U2OS beta-arrestin-GFP spot imaging, agonist mode | activation, % at 20 µM | 0.17% of 330,000 active;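 active means activation at or above 40% of the spot to cytoplasm intensity ratio, with at least 20 cells analyzed; inconclusive means wells under 20 cells, flagged as cytotoxic or low count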;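 further: 0% = DMSO without peptide and 100% = 100 nM NTR1 peptide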
Target sequence (P30989 whole entry, looked up): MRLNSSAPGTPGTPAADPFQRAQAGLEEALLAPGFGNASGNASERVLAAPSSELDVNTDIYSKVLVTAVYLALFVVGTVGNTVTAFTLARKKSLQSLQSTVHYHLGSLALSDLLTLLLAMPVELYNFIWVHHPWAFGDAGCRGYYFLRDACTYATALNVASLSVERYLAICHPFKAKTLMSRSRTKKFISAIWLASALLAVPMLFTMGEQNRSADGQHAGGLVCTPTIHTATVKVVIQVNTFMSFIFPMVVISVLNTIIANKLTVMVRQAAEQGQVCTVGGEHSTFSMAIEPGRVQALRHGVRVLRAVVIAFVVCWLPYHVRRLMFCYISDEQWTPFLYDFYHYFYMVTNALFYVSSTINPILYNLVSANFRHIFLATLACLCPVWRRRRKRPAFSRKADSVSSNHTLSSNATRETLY
GPR55 beta-arrestin: GPR55 agonists via beta-arrestin recruitment, primary screen, imaging, U2OS cells, beta-arrestin-GFP redistribution (AID 1961); U2OS GPR55 beta-arrestin-GFP redistribution imaging; higher % means a stronger effect; one-dose activation, % at 10 µM; EC50 in µM for titrated hits; 0.048% of 290,000 active;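 active means activation above 40% with more than 50 cells counted in the well; inconclusive means wells holding fewer than 50 cells, flagged as toxic or sparse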;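 further: U2OS osteosarcoma cells stably expressing GPR55 and beta-arrestin-GFP; plate controls were DMSO negative control for no effect and LPI positive control for full effect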
KOR beta-arrestin-2: kappa opioid receptor activators – cell-based, luminescence, uHTS, primary screen (AID 1777) | KOR beta-arrestin recruitment, luminescence; higher % means a stronger effect | activation, % at 10 µM; hits with a dose series show EC50 in µM | 0.02% of 280,000 active; in the data active means activation above about 50%, passing the limit was not always enough; further: a part of the inactive calls stands beside numbers as strong as those of hits
T cell HTS vesicle-bound %: recorded beside T cell HTS, whose call it bears; double positive events, %; measured here: CD8+ vesicle-bound cell fraction;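 binding gate set so that unloaded-vesicle control wells show 10% double positive cells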
NTR1 ag cell count 20 µM: further read-out of NTR1 ag, marked with its call; cell count; measured here: cell count, cytotoxicity flag
Myeloid diff 2 GFP+ MAC1+ %: second read-out of Myeloid diff 2, no call of its own (marks repeat the call); GFP+ MAC1+ double positive, %; measured here: differentiation confirmed by MAC1 staining
Starred values were filed as active, the others as inactive; i = inactive; ? = inconclusive; nt = not tested or not shown; + = active, no number; [ ] = remark or other dose. Unless noted, no stated cut-off is given here; in the data, active means inhibition above about 50%; inactive means the rest. A portion of the library. The share of hits here may be higher or lower than overall.

SMILES | KOR beta-arrestin-1 | GPR55 antagonists | T cell HTS | T cell HTS vesicle-bound % | NOD2 inhibition | NOD1 NF-kB reporter | Myeloid diff 2 | Myeloid diff 2 GFP+ MAC1+ % | NTR1 ag | NTR1 ag cell count 20 µM | GPR55 beta-arrestin | KOR beta-arrestin-2
O=S(=O)(N1CCCCC1)N1CCCN(S(=O)(=O)N2CCCCC2)CC1 | 34% | 4% | i | 54 | -1% | -27% | i | 1.0 | 0.4 | 54 | -0.1% | -5.7%
COc1cc(C)c(/C=C(\C#N)C(=O)Nc2cccc(C)c2)cc1C(C)C | -14% | -1% | i | 17 | 20% | -22% | i | 0.7 | 4.8 | 60 | -0.4% | 1.6%
CCC(=O)Nc1cccc(NC(=O)CN2CCN(c3ccccc3OC)CC2)c1 | -31% | 6% | i | 34 | -4% | -15% | i | 1.9 | 0.1 | 44 | 0.3% | 4.9%
COC(=O)c1ccc(C2CC(=O)Nc3cc(OC)c(OC)c(OC)c32)cc1 (stereo unspecified) | 44% | 7% | i | 21 | 6% | -35% | i | 0.5 | 2.6 | 56 | -0.2% | -2.3%
CN(C)/C=N/c1ncc(C(=O)c2ccc(Cl)cc2)s1 | -21% | -1% | i | 37 | -18% | -24% | i | 0.9 | -1.1 | 63 | ? | -2.8%
N#C/C(=C(\O)Cc1ccccc1)c1nc2ccccc2[nH]1 | 4% | -3% | i | 53 | 10% | 6% | i | 0.3 | 0.5 | 71 | -0.1% | -2.1%
COc1ccccc1NC(=O)C(=O)N/N=C/c1cccs1 | 33% | 5% | i | 8 | -53% | -36% | i | 0.3 | -1.0 | 37 | 0.6% | 3.5%
O=S(=O)(c1ccc(Br)cc1)N1CCCC1 | -54%[20 µM] | -5% | i | 66 | 6% | -12% | i | 0.8 | -0.5 | 46 | -0.1% | 4.2%
COc1ccc(NC(=O)C(NC(C)=O)C(=O)NCc2ccccc2OC)cc1 (stereo unspecified) | -16% | 13% | i | 30 | 2% | -18% | i | 0.9 | -1.6 | 58 | -0.2% | 1.5%
CC(C)C1Cc2c(C#N)c(N)sc(=S)c2CO1 (stereo unspecified) | 6% | 18% | i | 56 | 6% | 1% | i | 0.6 | -1.1 | 57 | -0.1% | -6.3%
CC(=O)Nc1nc(=S)n(-c2ccccc2)[nH]1 | -16% | -1% | i | 50 | -2% | -5% | i | 0.9 | 3.4 | 69 | -0.2% | -11%
Cc1nc(NC(N)=S)sc1C(=O)Nc1ccccc1 | 10% | -16% | i | 42 | 20% | -14% | i | 0.5 | 1.4 | 80 | 0.5% | -0.5%
CCCOc1ccc(C(=O)Nc2ccc(N(C)C)cc2)cc1 | 0% | 2% | i | 7 | -12% | -31% | i | 0.7 | 2.3 | 45 | 0.2% | -4.3%
CC(C)COc1ccc(CN=C(N)N=C(N)N)cc1Cl | 5% | -3% | i | 37 | 22% | 13% | i | 0.8 | -1.3 | 76 | 0.0% | -1.4%
Cc1cc(NC(=O)Cn2nc(C(F)(F)F)c3c2CCC3)n(-c2ccccc2)n1 | 6% | -4% | i | 41 | -7% | -21% | i | 3.3 | 2.8 | 70 | -0.2% | 4.6%
CC(=O)Nc1ccc(/C=N/N2C(=O)NC(C)(c3ccc(OC(F)F)cc3)C2=O)cc1 (stereo unspecified) | -10% | 18% | i | 27 | -11% | -16% | i | 0.7 | 7.8 | 61 | 0.0% | -0.4%
CCOC(=O)CC(=O)CSc1ncnc2c1nnn2-c1ccc(F)cc1 | 13% | 9% | i | 22 | 11% | -26% | i | 0.9 | -0.6 | 55 | 0.4% | -0.8%
O=C(NNc1ccc([N+](=O)[O-])cc1)c1ccccc1Cl | 15% | 11% | i | 38 | 27% | -7% | i | 0.2 | -0.5 | 39 | 0.4% | -5.0%
O=C(NCCC(=O)N1CCNC1=O)OCc1ccccc1 | -68% | -2% | i | 13 | 15% | 18% | i | 4.2 | 2.9 | 51 | -0.1% | 3.4%
CN1CCc2c(n(CC(O)CN3CCN(CCO)CC3)c3ccccc23)C1=O (stereo unspecified) | -6% | 10% | i | 22 | 5% | -31% | i | 0.3 | 0.8 | 41 | 0.4% | -2.3%
Cc1cc(OCc2ccc(C(=O)Nc3ccc(C(=O)O)cc3)o2)ccc1Cl | 2% | -3% | i | 53 | nt | nt | i | 0.3 | 0.1 | 87 | 0.0% | -4.9%
Cc1ccc(S(=O)(=O)/C(C#N)=C/c2c(N3CC(C)OC(C)C3)nc3c(C)cccn3c2=O)cc1 (stereo unspecified) | 0% | 10% | i | 56 | -1% | -10% | i | 0.9 | 4.4 | 104 | 0.0% | 1.1%
NC(=O)[C@H]1CC2(CC(c3cccc(NC(=O)[C@H]4CCC(=O)N4)c3)=NO2)CN1C(=O)c1ccccc1 (stereo partly specified) | 18% | 14% | i | 24 | -7% | -10% | i | 1.0 | 0.8 | 101 | -0.2% | -0.1%
O=C1CN(C(=O)NCC(=O)N[C@H](Cc2ccccc2)C(=O)O)c2ccccc2N1 | -23%[20 µM] | 9% | i | 41 | -13% | -34% | i | 2.1 | 1.8 | 80 | -0.1% | -7.5%
O=C(NCc1ccco1)c1cccc(NS(=O)(=O)c2cccc(F)c2)c1 | -2% | 0% | i | 56 | 6% | -8% | i | 0.8 | -0.8 | 69 | -0.2% | -2.7%
O=C(NCCN1CCOCC1)c1ccccc1Oc1ccccc1 | -16% | -10% | i | 36 | 2% | -3% | i | 1.0 | -1.5 | 64 | 0.2% | 5.4%
Fc1ccc(-c2nn(-c3ccccc3)cc2CNCc2ccccc2)cc1 | -85%[20 µM] | 12% | i | 34 | 5% | -30% | i | 0.1 | 10 | 40 | -0.1% | 1.1%
CC(=O)Nc1cccc(NC(=O)CSc2nnnn2C(C)C)c1 | 18% | -12% | i | 45 | 10% | -6% | i | 1.0 | -2.9 | 99 | 0.5% | -4.0%
COCC(=O)N1CCC(Oc2ccc(C(=O)NC3CCOC(C)(C)C3)cc2)CC1 (stereo unspecified) | -12% | 4% | i | 13 | -3% | -50% | i | 1.0 | 0.4 | 57 | -0.1% | 7.9%
N#C/C(=C\c1ccc(O)cc1)C(=O)NCc1ccccc1 | -7% | -5% | i | 53 | -3% | -17% | i | 0.2 | -1.2 | 99 | -0.1% | -2.4%
CCOc1ccc(N(Cc2ccc(OC)cc2)C(=O)c2ccco2)cc1 | -24% | -4% | i | 51 | 4% | -21% | i | 0.3 | 0.0 | 89 | 0.2% | 4.7%
CC1CN(c2ccnc3cc(Cl)ccc23)CC(C)O1 (stereo unspecified) | -29% | 4% | i | 23 | -34% | 8% | i | 0.3 | -0.9 | 39 | 0.6% | -4.2%
COc1ccc(C2SCCN2S(=O)(=O)c2ccc(NC(C)=O)cc2)cc1OC (stereo unspecified) | -61% | 1% | i | 16 | 14% | 8% | i | 1.6 | 2.3 | 50 | 0.3% | 2.3%
COc1cc(/C=C/C(=O)N2C(=O)c3cccc(N)c3C2=O)cc(OC)c1OC | 0% | -9% | i | 58 | 3% | 17% | i | 1.4 | -0.7 | 94 | 0.6% | -0.7%
CCOc1c(Cl)cc(CNc2ccc(S(N)(=O)=O)cc2)cc1OC | 30% | 6% | i | 40 | 2% | 26% | i | 0.9 | -0.1 | 37 | 0.0% | 2.9%
O=C(Nc1cccc(Cl)c1N1CCOCC1)c1ccc(Br)o1 | 15% | 23% | i | 70 | -6% | -34% | i | 0.8 | 11 | 57 | -0.1% | -3.7%
CCN(c1ccc(OC)cc1)S(=O)(=O)c1ccc2c(c1)CCN2C(=O)CCC(=O)O | 17% | 2% | i | 17 | -8% | -34% | i | 0.6 | -1.1 | 58 | 0.6% | 1.3%
CC(C)(C)C(=O)Nc1ccc(N2CCCC2)cc1 | 20% | 6% | i | 14 | -9% | -20% | i | 1.0 | -1.0 | 49 | -0.1% | -2.1%
Cc1ccc(/C=N/NC(=O)c2nnn(-c3nonc3N)c2C(C)C)s1 | 3% | 4% | i | 42 | 16% | -6% | i | 0.3 | 3.0 | 52 | 1.1% | 7.2%
O=C(O)c1ccccc1C(=O)OCc1ccccc1 | -32% | -6% | i | 42 | 13% | -16% | i | 0.9 | -1.8 | 52 | 0.2% | 5.5%
CCCCOC(=O)Nc1nnc(SCCOc2ccc(C)cc2)s1 | 18% | 2% | i | 5 | 17% | -17% | i | 0.7 | -0.1 | 59 | 0.1% | -3.4%
CC(C)NC(=O)CN1CCC(O)(c2ccccc2)CC1 | -8% | 4% | i | 6 | 5% | -10% | i | 5.7 | 1.1 | 51 | 0.4% | 3.2%
CN(C)S(=O)(=O)c1cc(NC(=O)CNCCN2CCOCC2)ccc1Cl | -2% | 4% | i | 22 | -2% | -6% | i | 0.6 | -0.9 | 38 | -0.2% | 1.0%
Cn1c(=O)[nH]c(=O)c2c1nc(Br)n2CC(O)COc1ccc(Cl)cc1 (stereo unspecified) | -46% | 1% | i | 33 | -7% | -60% | i | 0.5 | 3.8 | 36 | -0.1% | -0.7%
O=C1c2ccccc2-c2ncnc3c(N4CCOCC4)cc(N4CCOCC4)c1c23 | 26% | 5% | i | 30 | -9% | 7% | + | 4.8* | 1.7 | 56 | 0.3% | -3.9%
O=C(Nc1ccc(OC(F)(F)F)cc1)c1ccc2nc[nH]c2c1 | -4%[20 µM] | -18% | i | 15 | 3% | 11% | i | 0.6 | 0.6 | 69 | -0.1% | -4.4%
Cn1cnnc1SCC(=O)Nc1sc2c(c1C(N)=O)CCC2 | -1% | -1% | i | 20 | 9% | 1% | i | 0.9 | 0.2 | 47 | 0.0% | -2.9%
CCc1ccc(-c2cc3c(=O)n(CC(=O)N4CCCC4)nc(C)n3n2)cc1 | -11% | 4% | i | 18 | 17% | -6% | i | 0.7 | 0.6 | 55 | -0.1% | -4.6%
